Screening results from PubChem BioAssay.
Bim-Bcl-B: inhibitors of Bim-Bcl-B interaction, human; Q9HD36; bead-based flow cytometry, Bim peptide-Bcl-B binding; inhibition, % at 10 µM; hit rate 0.073% among 190,000; AID 951;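 further: 0% = tracer peptide without compound and 100% = reference inhibitor peptide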
Target sequence (Q9HD36 whole entry, looked up): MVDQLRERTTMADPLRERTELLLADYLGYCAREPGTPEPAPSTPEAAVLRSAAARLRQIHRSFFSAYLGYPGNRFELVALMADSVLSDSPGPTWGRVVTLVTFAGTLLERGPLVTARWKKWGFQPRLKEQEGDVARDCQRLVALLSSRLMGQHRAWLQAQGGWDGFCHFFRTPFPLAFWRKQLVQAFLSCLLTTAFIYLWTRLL
RGS7-Gao reg: human RGS7-Galphao interaction regulation; P09471; Multiplexed bead flow cytometry, RGS7-Galphao binding; actives lie on both sides; binding response (% of control), % at 10 µM; hit rate 0.35% among 220,000; AID 1439; in the data active means binding response below about 49% or above about 150%; inconclusive means no clear call, values can overlap the other calls; inactive means in between;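 further: fluorescent Galphao held in activated GDP-AlF4 state binding bead-coupled RGS7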
Target sequence (P09471 whole entry, looked up): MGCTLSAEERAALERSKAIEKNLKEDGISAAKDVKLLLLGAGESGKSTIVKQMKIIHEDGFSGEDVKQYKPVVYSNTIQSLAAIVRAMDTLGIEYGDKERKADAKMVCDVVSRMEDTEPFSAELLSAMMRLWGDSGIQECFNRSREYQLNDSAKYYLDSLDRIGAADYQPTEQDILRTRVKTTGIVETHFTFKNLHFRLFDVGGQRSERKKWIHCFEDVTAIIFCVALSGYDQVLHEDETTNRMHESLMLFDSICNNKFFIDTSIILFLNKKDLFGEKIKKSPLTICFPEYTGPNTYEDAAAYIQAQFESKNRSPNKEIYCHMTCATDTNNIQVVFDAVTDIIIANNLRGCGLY
Bim-Bfl-1: human Bim-Bfl-1 interaction inhibition; Q16548; Bead-based flow cytometry, Bim-Bfl-1 binding inhibition; inhibition, % at 10 µM; hit rate 0.12% among 190,000; AID 1008;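 further: 0% = wells without compound plus tracer and 100% = blocker peptide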
Bim-Bcl-XL: inhibitors of Bim-Bcl-XL interaction, human; inhibition, % at 10 µM; Bim peptide-Bcl-XL binding, bead flow cytometry, fluorescence; hit rate 0.04% among 190,000
Target sequence (Q07817 whole entry, looked up): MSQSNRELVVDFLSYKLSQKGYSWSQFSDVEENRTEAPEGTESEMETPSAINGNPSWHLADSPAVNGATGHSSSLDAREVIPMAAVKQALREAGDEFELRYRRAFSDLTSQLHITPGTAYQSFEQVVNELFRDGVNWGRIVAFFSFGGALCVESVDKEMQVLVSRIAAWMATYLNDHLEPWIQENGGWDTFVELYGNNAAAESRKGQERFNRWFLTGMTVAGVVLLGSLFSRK
Bcl-W Bim block: disrupts Bim peptide binding to human Bcl-W; Q92843; bead-based flow cytometry; inhibition, % at 10 µM; hit rate 0.02% among 190,000; AID 952;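 further: 0% = bound tracer without compound and 100% = peptide blocker; higher means less fluorescent Bim peptide bound to Bcl-W beads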
Mcl-1 Bim block: inhibitors of Bim-Mcl-1 interaction, human. Bead-based flow cytometry, Bim peptide-Mcl-1 binding. AID 1009. hit rate 0.1% among 190,000. Q07820. inhibition, % at 10 µM;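 further: 0% = no compound tracer wells and 100% = peptide blocker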
RGS4-Gao reg: human RGS4-Galphao interaction regulation. hit rate 0.33% among 220,000. binding response (% of control), % at 10 µM. Multiplexed bead flow cytometry, RGS4-Galphao binding; actives lie on both sides. AID 1415; in the data active means binding response below about 49% or above about 150%; inactive means in between;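 further: fluorescent Galphao activated with aluminum fluoride binding bead-coupled RGS4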
RGS8-Gao: modulates binding of RGS8 to human Galphao; multiplexed bead flow cytometry; actives lie on both sides; P09471; response (percent of control binding), % at 10 µM; hit rate 0.34% among 220,000; in the data active means response below about 60% or above about 140%; inactive means in between;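 further: Galphao activated as the GDP aluminium fluoride complex binding bead-coupled RGS8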
GSH bead fluor: GSH bead compound fluorescence profile; GSH beads flow cytometry, compound fluorescence 488/530 nm; stronger effect = higher value; fluorescence (KMESF) at 10 µM; hit rate 0.25% among 190,000; AID 1776; in the data active means fluorescence above about 89;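 further: glutathione beads carrying GST-tagged Bcl family fusion proteins plus one bare bead set; values are compound well signal with DMSO vehicle wells as background; inactives centre near 16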
Bcl-2 Bim block: inhibitors of Bim-Bcl-2 interaction, human. P10415. Bead-based flow cytometry, Bim peptide-Bcl-2 binding. inhibition, % at 10 µM. hit rate 0.06% among 190,000; in the data active means inhibition above about 40%; inconclusive means no clear call, values can overlap the other calls;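 further: 0% = no compound wells with probe peptide and 100% = reference peptide inhibitor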
Target sequence (P10415 whole entry, looked up): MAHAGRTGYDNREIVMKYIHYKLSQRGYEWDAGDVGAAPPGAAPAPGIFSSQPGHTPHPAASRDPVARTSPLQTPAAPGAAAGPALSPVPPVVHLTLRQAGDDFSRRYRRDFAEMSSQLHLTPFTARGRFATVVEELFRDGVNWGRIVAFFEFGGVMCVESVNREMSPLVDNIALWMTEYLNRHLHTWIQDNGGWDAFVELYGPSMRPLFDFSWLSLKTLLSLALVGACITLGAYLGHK
Mcl1-Bid inh: disrupts binding of human Mcl-1 to Bid peptide; AID 1021; Q07820; TR-FRET Mcl-1/Bid-Dy647 peptide binding, 1536-well; hit rate 0.97% among 220,000; inhibition, % at 21.7 µM;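 active means compounds that cut the binding signal by more than half at the single screening dose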;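 further: His-tagged Mcl-1 with europium anti-His antibody binding Bid BH3 peptide; 0% = Mcl-1 plus peptide wells and 100% = peptide-only wells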
* marks the source's active call; other numbers are inactive results; ? = inconclusive. Unless noted, no stated cut-off is given here; in the data, active means inhibition above about 40%.

SMILES	Bim-Bcl-B	RGS7-Gao reg	Bim-Bfl-1	Bim-Bcl-XL	Bcl-W Bim block	Mcl-1 Bim block	RGS4-Gao reg	RGS8-Gao	GSH bead fluor	Bcl-2 Bim block	Mcl1-Bid inh
COc1ccc(N(C)S(=O)(=O)c2cccc(C(=O)NC3CCCCC3C)c2)cc1 (configuration not stated)	-4	98	-4	-2	1	0	103	105	7	-5	-6
CN(CC1CCCO1)S(=O)(=O)c1ccc(C(=O)Nc2ccc3c(c2)OCO3)cc1 (configuration not stated)	-2	99	-4	-1	0	0	99	102	10	-5	5
COc1ccc(CCN=c2c([N+](=O)[O-])nn(-c3cccc(C)c3)n2O)cc1OC	-4	?	-2	-2	0	0	104	101	18	-3	-3
OCC1CCN(Cc2cn(Cc3ccccc3)nc2-c2cc3ccccc3o2)CC1	-1	97	1	2	5	-4	101	101	12	-5	4
NS(=O)(=O)c1ccc(CNC(=O)/C=C/c2c(F)cccc2Cl)cc1	-5	96	-5	0	0	0	92	97	19	1	-10
N#CC1=C(N)NC(=S)C(C(N)=O)C1c1ccc([N+](=O)[O-])cc1 (configuration not stated)	-9	?	8	-1	4	0	99	93	18	0	-15
CCOC(=O)c1c(C)n(C)c2cc(-c3cccc(C(F)(F)F)c3)c(O)cc12	-4	105	0	-7	-3	-2	103	102	7	-2	-2
CNC(=S)N1CCC(NC(=O)C(Cc2ccc(F)cc2)NC(C)=O)CC1 (configuration not stated)	-3	102	-2	-4	-4	0	102	102	22	-3	-44
O=[N+]([O-])c1cccnc1N1CCCCC1	-2	100	-11	3	4	3	101	103	54	0	-18
O=C(CN(Cc1ccc(F)cc1)S(=O)(=O)c1ccc(S(=O)(=O)N2CCOCC2)cc1)Nc1ccccc1	-6	100	0	-5	-3	-4	102	99	6	-1	-5
Cc1ccc(NC(=O)COC(=O)CN2C(=O)COc3ccccc32)cc1	-4	95	0	0	0	0	99	89	17	2	10
CCCc1cc(=O)oc2cc(OCC(=O)N3CCc4ccccc43)ccc12	-4	99	0	-2	-3	-2	79	91	16	-5	-20
O=C(NCc1ccco1)c1nc(-c2ccccc2)n(-c2ccccc2)n1	-4	101	-9	-2	6	1	100	99	42	-5	8
CSc1nc2ncc3c(n2n1)CC(C)(C)CC3=O	-2	96	-4	-2	-2	0	100	100	11	-1	-22
COc1cc(/C=C/C(=O)c2ccc(C)cc2)ccc1OCC#N	-6	104	-6	-1	-3	0	98	101	10	-4	-7
Cc1cc([N+](=O)[O-])nn1CC(=O)NCCc1c[nH]c2ccccc12	-7	97	-7	-6	-4	-4	100	99	13	-1	-56
Cc1cc(-c2csc(NC(=O)c3ccc(C#N)cc3)n2)c(C)n1Cc1ccccc1	-7	100	-8	-5	-3	-2	101	98	12	-9	-22
CN(C)C(CNC(=O)c1cccs1)c1cccnc1 (configuration not stated)	-10	97	-8	-10	-8	-4	98	98	16	-6	-25
CCCCCCn1c(CN2CCN(C)CC2)nc2c1c(=O)n(C)c(=O)n2C	-11	96	-13	-13	-10	-7	95	97	14	-12	-7
CC(=O)/C(=N/Nc1cccc(C)c1)N1CCOCC1	-6	98	-10	-1	0	0	102	99	11	-8	8
COc1cc(NC(=O)C2CCN(S(=O)(=O)c3cnc[nH]3)CC2)cc(OC)c1OC	-8	99	-12	-6	1	-4	94	95	32	-11	-3
Cc1ccc(NC(=S)NNC(=S)NC2CCCCC2)cc1	-9	102	1	-4	0	-2	107	84	12	-1	-31
Cc1nn(C)cc1/C=N/NC(=O)C1(O)c2ccccc2-c2ccccc21	-6	100	-5	-7	-3	-1	99	97	20	-6	-8
CCCc1cc(=O)[nH]c(SCc2ccccc2)n1	-5	102	-18	-4	-2	-1	102	98	22	-6	-11
COc1ccc(C(CC(=O)O)NC(=O)c2ccco2)cc1OC (configuration not stated)	2	99	1	2	1	4	97	101	8	2	-27

The final 2 entries of the part before come first, to join the parts:
SMILES	Bim-Bcl-B	RGS7-Gao reg	Bim-Bfl-1	Bim-Bcl-XL	Bcl-W Bim block	Mcl-1 Bim block	RGS4-Gao reg	RGS8-Gao	GSH bead fluor	Bcl-2 Bim block	Mcl1-Bid inh
CCCc1cc(=O)[nH]c(SCc2ccccc2)n1	-5	102	-18	-4	-2	-1	102	98	22	-6	-11
COc1ccc(C(CC(=O)O)NC(=O)c2ccco2)cc1OC (configuration not stated)	2	99	1	2	1	4	97	101	8	2	-27
COc1cc(C2CC(=O)c3c([nH]c(C(=O)OCCOC(C)C)c3C)C2)cc(OC)c1OC (configuration not stated)	-9	99	-6	-9	-8	-4	98	93	21	-9	-21
CC1(C(=O)N2CC3(CC(c4cccc([N+](=O)[O-])c4)=NO3)C[C@H]2C(=O)NCC(N)=O)CC1 (some centres not stated)	-2	98	-4	-1	0	0	100	99	17	-4	-8
OC(COC(c1ccc(Cl)cc1)c1ccc(Cl)cc1)CN1CCN(c2ccccn2)CC1 (configuration not stated)	-7	100	-1	-9	-4	-5	99	99	12	-6	37
CCC(C)(C)n1c(=O)[nH]c2c(c1=O)CCC2	-7	103	-11	-11	4	0	103	100	44	-5	-2
CCCc1c(O)nc(SCCN(CCC)CCC)[nH]c1=O	-9	94	-9	-5	0	-1	97	97	36	-7	-18
CC1=NN(C(=O)c2cc(C)nn2C)C(O)(C(F)(F)F)C1 (configuration not stated)	-5	98	-3	-8	-5	-4	98	103	9	-2	-1
CC(C)C(NC(=O)c1ccco1)C(=O)NCC(c1ccco1)N1CCCCC1 (configuration not stated)	-13	99	-17	-3	-3	-6	102	100	31	-11	-19
O=C1CN(C(=O)CSc2nc3ccccc3c(=O)n2Cc2ccc(F)cc2)c2ccccc2N1	-7	100	2	-6	-1	-4	100	105	5	2	-23
Cc1cc(C(C)(C)C)nc2[nH]n(-c3ccccc3)c(=O)c12	-10	103	-16	-9	0	-1	101	102	35	-6	-18
COc1ccc(NC(=S)Nc2ccc(OC(F)F)cc2)cn1	-3	?	-4	-2	-3	-2	99	99	13	-2	-37
CCN(CC)CCNC(=O)NC(=O)c1ccc(Cl)cc1	-4	100	0	-7	-3	-3	100	104	9	0	-59
NC(=O)COC(=O)c1c2c(nc3ccccc13)CCCC2	-7	?	-10	-6	-6	0	85	94	17	-5	-2
COc1ccc(CCNC(=O)COC(=O)/C=C/c2ccc(OCC#N)c(OC)c2)cc1	-6	97	0	-9	-3	-4	100	101	9	1	2
CC(C)(C)Nc1nc(Cl)nc(NC(C)(C)C)n1	-8	103	-10	-8	-5	-2	98	98	9	-6	-17
COc1ccc(N2CCN(c3nc4c(c(=O)[nH]c(=O)n4C)n3Cc3cccc(C)c3)CC2)cc1	-11	101	-2	-8	-4	-6	101	104	25	-4	-2
Cc1ccc2[nH]c(=O)c(CN(Cc3cccs3)Cc3nnnn3Cc3ccccc3)cc2c1	-6	92	-6	-1	6	0	96	89	8	-6	-19
CC(C)CC(=O)NC(=S)Nc1cccc(NC(=O)c2ccccc2)c1	-6	94	-11	-2	0	-1	98	99	15	-23	-43
CCO[C@@H]1OC(C(=O)NCc2nc3ccccc3[nH]2)=C[C@H](C)[C@H]1CCCO	-4	102	-5	-1	-1	0	106	100	20	-1	1
COc1ccc(OC)c2c1C(=O)c1ccccc1C2=O	0	97	-7	9	9	1	101	101	25	-6	-20
O=C(NCCCN1CCCC1=O)c1cc(NS(=O)(=O)c2ccc(F)cc2)cc(NS(=O)(=O)c2ccc(F)cc2)c1	-6	101	-9	0	1	2	97	100	24	-5	-11
Cc1cc(N/N=C/c2c[nH]c3ccccc23)c2ccccc2n1	-6	73	-9	-2	0	2	96	77	17	2	-72
Cn1c(=O)c2[nH]c(=O)cnc2n(C)c1=S	0	109	-4	1	3	2	112	108	15	0	-53
CC(C)CN1CCN(Cc2nc(C(C)C)cs2)CC1CCO (configuration not stated)	-2	96	-5	0	0	-1	77	86	14	-6	-9
COC(=O)CCc1c(C)c(C(=O)c2cc(F)c(F)c(F)c2F)c2ccccn12	0	?	-3	0	0	1	102	101	16	-1	-14
COc1ccc(/C=N\NC(=O)c2sc(N)nc2C)cc1OC	0	88	-3	8	7	4	91	96	18	1	-6

(continued)
SMILES	Bim-Bcl-B	RGS7-Gao reg	Bim-Bfl-1	Bim-Bcl-XL	Bcl-W Bim block	Mcl-1 Bim block	RGS4-Gao reg	RGS8-Gao	GSH bead fluor	Bcl-2 Bim block	Mcl1-Bid inh
Brc1c(OCCOCCn2cncn2)ccc2ccccc12	-8	96	-12	-6	1	0	93	103	36	-7	-2
Cc1ccc(CNS(=O)(=O)c2cn(C)cn2)cc1	-2	117	-3	0	1	3	112	109	17	2	28
CCOc1ccccc1/C=N/NC(=O)CNC(=O)COc1ccccc1	74*	103	54*	3	-1	24	103	104	13	79*	-9
CS(=O)(=O)c1ccc2nc(NC(=O)c3cccc(NS(=O)(=O)c4ccc(F)c(F)c4)c3)sc2c1	-5	94	-5	-7	-5	-3	102	98	17	-4	16
Cc1cccc(-n2cnc(C(=O)N/N=C\c3ccc(Br)cc3)c2)n1	-8	99	-10	0	5	0	97	99	35	-8	30
COc1ccc(CC(=O)Nc2cc3oc4ccccc4c3cc2OC)cc1	-4	102	-2	-5	-4	-6	103	98	10	-2	-17
N#Cc1nc(-c2ccc(OCc3ccccc3)cc2)oc1NCCCn1ccnc1	3	98	0	-1	2	-3	99	99	15	-1	-53
O=C(CCN1CCN(Cc2ccccc2)CC1)Nc1ccccc1Cl	-5	103	-6	-5	-2	-1	102	100	10	-1	-9
S=c1[nH]nc(-c2cccnc2)n1-c1ccccc1	0	101	-1	-3	0	0	96	99	15	-3	-21
OC(CN1CCN(c2ccccn2)CC1)Cn1c2ccccc2c2ccccc21 (configuration not stated)	-7	101	-11	-8	-2	-2	100	101	57	-9	-14
C[C@@H](O)c1nc2ccccc2n1N	-4	103	-3	-5	-5	-6	106	107	12	-4	-64
COc1ccc(N(CC(=O)Nc2ccc(F)c(Cl)c2)S(=O)(=O)c2c(C)noc2C)cc1	-13	100	-14	-11	0	-6	98	101	10	-16	0
COc1cc(C(=O)NCc2cn3ccccc3n2)cc(OC)c1OC	-2	105	-7	-6	-4	-3	101	98	18	-7	-19
Cc1ccc(NC(=S)NNC(=O)CSc2nc3ccccc3c(=O)n2-c2ccc(C)cc2)cc1	-14	96	-11	-6	-4	-3	97	99	13	-1	-29
CC(O)C(NS(=O)(=O)c1ccc(Cl)cc1)C(=O)OCC(=O)N1CCN(c2ccccc2)CC1 (configuration not stated)	-8	100	-15	-6	-5	-3	101	101	17	-9	-39
CCC(C)NC(=O)CN1C(=O)NC2(CCc3ccccc3C2)C1=O (configuration not stated)	-2	?	-5	-3	-2	0	103	100	12	-1	-30
CCOC(=O)C1=C(C)NC(=O)C(C#N)C1c1ccncc1 (configuration not stated)	-7	117	-5	-5	-3	-7	130	116	6	-5	-49
O=C(CSc1nncn1-c1ccccc1)NC1CCCc2ccccc21 (configuration not stated)	-3	94	0	-1	-1	-2	92	69	11	0	6
Cc1ccc(CNC(=O)c2cccnc2Cl)cc1	-6	98	-6	-2	-3	-2	101	104	14	-3	-12
CCOC(=O)C(C(=O)OCC)=C1OC(=O)c2ccccc21	1	98	2	0	1	0	89	108	15	0	-56

As entered above:
Bim-Bcl-B with `O=C(CCN1CCN(Cc2ccccc2)CC1)Nc1ccccc1Cl` stands at -5
RGS4-Gao reg with `Cc1ccc(CNS(=O)(=O)c2cn(C)cn2)cc1` stands at 112
